Bioassay records from PubChem.
HEK293 NOD2/NF-kB: NOD2 signaling inhibitors, cell-based, luminescence, uHTS, HEK293 (AID 1566); one-dose inhibition, % at 4 µM; EC50 in µM for titrated hits; HEK293 NOD2/NF-kB luciferase reporter, luminescence; higher % means a stronger effect; 290,000 compounds, 0.63% hits; in the data active means inhibition above about 50%; further: many of its hits are not listed in these tables
NOD1 NF-kB reporter: NOD1 signaling inhibitors, primary screen, cell-based, luminescence, uHTS (AID 1578). one-dose inhibition, % at 4 µM; EC50 in µM for titrated hits. NOD1-driven NF-kB luciferase reporter cells, luminescence; higher % means a stronger effect. 290,000 compounds, 1% hits; in the data active means inhibition mostly above about 36%, no sharp cut-off; inactive means mostly below about 34%;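 further: HEK-293T reporter cells stimulated with the NOD1 agonist gamma-tri-DAP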
Active calls of the source: *. Only part of the results is shown; rates above refer to the full screens.

SMILES	HEK293 NOD2/NF-kB	NOD1 NF-kB reporter
O=C(O)c1cccnc1SCc1ccc([N+](=O)[O-])cc1	4%	-2%
O=C(NC1CCCCC1)c1cc(-c2cccc(Cl)c2)on1	-30%	-45%
CN(CCc1cnn(C)c1)C(=O)C1CCC(=O)N(CC2CCCCC2)C1 (centres undefined)	4%	-36%
Cc1ccc(C(=O)Nc2ccc3c(c2)C(=O)NC3=O)cc1	11%	-12%
O=C(NCc1ccccc1Cl)C1CCN(S(=O)(=O)c2cccs2)CC1	-12%	-9%
COC(=O)c1ccc(COc2ccc(CNCc3ccc(Cl)cc3)cc2)cc1	-62%	-7%
COc1ccc(N(CC(=O)Nc2ccccc2C(=O)N2CCCC2)S(=O)(=O)c2ccccc2)cc1	2%	-22%
O=C1/C(=C2\C(=O)N(Cc3ccc(F)cc3)c3ccccc32)SC(=S)N1CCS(=O)(=O)O	-4%	-8%
CCOC(=O)N1CCN(C(=O)C2CCC(=O)N(CCCN3CCCC3=O)C2)CC1 (centres undefined)	-2%	-32%
Cc1nc(CN(C)C(=O)C2CCC(=O)N(CCc3cccc(F)c3)C2)cs1 (centres undefined)	3%	-28%
Cc1ccc(N2C(=O)CC(N3CCN(S(=O)(=O)c4ccccc4)CC3)C2=O)c(C)c1 (centres undefined)	-13%	-16%
N#Cc1ccc(NC(=O)Cn2cnc([N+](=O)[O-])c2)cc1	2%	30%
Cc1ccc(NC(=O)Cn2ncn3c(cc4ccccc43)c2=O)c(C)c1	-4%	-1%
Nc1[nH]c(=O)[nH]c(=O)c1N=Nc1ccc(C(=O)O)cc1	27%	6%
COC(=O)CCCC(=O)N1CCC(CCC(=O)NC2CC2)CC1	6%	-23%
COc1ccccc1-c1c(C)oc2c(CN3CCCCC3C)c(O)ccc2c1=O (centres undefined)	-8%	-3%
O=C(Nc1cccc(Cl)c1)NC1CCS(=O)(=O)C1 (centres undefined)	-10%	-23%
COc1ccc(S(=O)(=O)N2CCC(C(=O)NCCCc3ccccc3)CC2)cc1	21%	9%
Cc1ccc(-n2c(C)nnc2SCC(=O)NC2CC2)cc1	-10%	10%
Cc1cnc(CNC(=O)C2CCC(=O)N(CCc3cccc(F)c3)C2)[nH]1 (centres undefined)	-9%	-12%

Four of the compounds above, with bars between the fields.
canonical_smiles | HEK293 NOD2/NF-kB | NOD1 NF-kB reporter
O=C1/C(=C2\C(=O)N(Cc3ccc(F)cc3)c3ccccc32)SC(=S)N1CCS(=O)(=O)O | -4% | -8%
CCOC(=O)N1CCN(C(=O)C2CCC(=O)N(CCCN3CCCC3=O)C2)CC1 (centres undefined) | -2% | -32%
Cc1nc(CN(C)C(=O)C2CCC(=O)N(CCc3cccc(F)c3)C2)cs1 (centres undefined) | 3% | -28%
Cc1ccc(N2C(=O)CC(N3CCN(S(=O)(=O)c4ccccc4)CC3)C2=O)c(C)c1 (centres undefined) | -13% | -16%

Later entries.
SMILES	HEK293 NOD2/NF-kB	NOD1 NF-kB reporter
Cc1cc(C)c(NC(=O)Cn2c(=O)c3cccn3c3ccccc32)c(C)c1	18%	-14%
O=C(CNS(=O)(=O)c1ccc(Br)s1)N1CCN(c2ccc(F)cc2)CC1	3%	22%
O=C(NNC(=S)NC1CCCCC1)c1ccccc1Br	-8%	-24%
COc1ccc(C(=O)Nc2c(-c3ccccc3)nc3ccccn23)c(OC)c1	15%	6%
CC1(C)Cc2ccccc2C(NNC(=O)c2ccc(Br)o2)=N1	32%	2%
COc1ccc(C(=O)Nc2ccnn2C2CCN(Cc3cn(C)nc3C)CC2)cc1	-8%	-41%
Cc1ccc(NS(=O)(=O)c2cn(C)c(=O)n(C)c2=O)cc1C	9%	-34%
COCCNc1oc(/C=C/c2ccccc2OC)nc1S(=O)(=O)c1ccccc1	1%	16%
CC1Sc2ccc(S(=O)(=O)CCC(=O)NC3CCCC(C)C3C)cc2NC1=O (centres undefined)	18%	3%
COc1ccc(OC)c(S(=O)(=O)N2CCC(C(=O)NCc3ccc4c(c3)OCO4)CC2)c1	-4%	-24%
FC(F)Oc1ccc(C2N=C(c3ccccc3)NO2)cc1 (centres undefined)	-92%	-107%
O=C(Nc1ccccc1Oc1cccnc1)C1CCCN(Cc2ccc(F)cc2)C1 (centres undefined)	-6%	13%
O=C1c2ccccc2NC(c2cc(Cl)cc(Cl)c2O)N1Cc1cccnc1 (centres undefined)	18%	-4%
O=C(O)c1ccc(CSCc2ccccc2Cl)o1	5%	1%
CC(=O)Nc1ccc(S(=O)(=O)N(C)Cc2cnn(C)c2)cc1	-15%	-22%
CCn1nccc1C(=O)Nc1ccc(C)c(C)c1	-7%	6%
COC(=O)CSc1nc2ccccc2c(=O)n1Cc1ccccc1	1%	-10%
Cc1ccc(NC(=O)Nn2cnnc2)cc1Cl	12%	-26%
O=[N+]([O-])c1cc([N+](=O)[O-])c(Oc2cc(F)cc(F)c2F)cc1NN1CCCCC1	2%	-17%
CS(=O)(=O)c1ccc(Cl)c(NC(=O)CSC(=S)N2CCCC2)c1	6%	-24%

Arranged by length of the SMILES (rising): some entries from above
SMILES	HEK293 NOD2/NF-kB	NOD1 NF-kB reporter
CCn1nccc1C(=O)Nc1ccc(C)c(C)c1	-7%	6%
COC(=O)CSc1nc2ccccc2c(=O)n1Cc1ccccc1	1%	-10%
COc1ccc(C(=O)Nc2c(-c3ccccc3)nc3ccccn23)c(OC)c1	15%	6%
O=C(CNS(=O)(=O)c1ccc(Br)s1)N1CCN(c2ccc(F)cc2)CC1	3%	22%
COc1ccc(OC)c(S(=O)(=O)N2CCC(C(=O)NCc3ccc4c(c3)OCO4)CC2)c1	-4%	-24%

Continuation.
SMILES	HEK293 NOD2/NF-kB	NOD1 NF-kB reporter
S=c1[nH]nc(-c2c[nH]c3ccccc23)o1	-4%	-3%
O=C(NC(=S)NC1CCCCC1)c1ccccc1[N+](=O)[O-]	10%	-3%
O=C1NC(=O)C(Cc2cccc(Oc3ccccc3)c2)S1 (centres undefined)	-70%	1%
O=C(NCC1CCCO1)c1cc(-c2ccccc2F)no1 (centres undefined)	-18%	-68%
COc1ccc(-n2nc(C(=O)NCC(=O)N3CCCC3)c3ccccc3c2=O)cc1	19%	-28%
Cc1c(C#N)c(O)[nH]c(=O)c1N=Nc1ccc(S(N)(=O)=O)cc1	-33%	-8%
Cc1ccc(C(=O)NCC2CCCO2)cc1S(=O)(=O)N1CCCCC1 (centres undefined)	6%	-33%
O=C(OC1CCOC1=O)c1ccc(CO)cc1 (centres undefined)	0%	-16%
COc1ccc(S(=O)(=O)N2CCC(C(=O)NCC3CCCO3)CC2)cc1Cl (centres undefined)	-11%	-22%
CC(C)Cc1ccc(CN2CCCC(NC(=O)c3ccoc3)C2)cc1 (centres undefined)	9%	6%
COc1ccc(C(=O)N2CCN(CCc3ccccc3)CC2)cc1[N+](=O)[O-]	10%	-1%
Cc1cnc(C(=O)N2CCCC(N3CCN(c4ccccc4F)CC3)C2)cn1 (centres undefined)	3%	-39%
Cc1cccc(C(=O)NCC(=O)NC(C)CCc2ccccc2)c1 (centres undefined)	5%	-5%
CC(=O)c1sc(NC(=O)C(C)Oc2ccc3c(C)cc(=O)oc3c2)nc1C (centres undefined)	24%	-15%
COc1ccc(OCc2cc(C(=O)NCC3(C)COC3)no2)c(Cl)c1	-27%	-57%
O=C(CN1CCc2cc3c(cc2C1)OCCCO3)Nc1ccc(F)cc1	16%	-33%
CSCC[C@H](NC(=O)N1CCn2c1nc1ccccc12)C(=O)NCc1ccccc1	-4%	6%
Cc1cccc(NC(=O)CSCC(=O)NNC(=O)c2ccoc2C)c1	-2%	-27%
Cc1c2cn[nH]c(=O)c2c(C)n1-c1ccccc1	-1%	2%
O=C(Cc1c(O)c2ccccc2oc1=O)c1ccc(C(F)(F)F)cc1	-17%	-11%
Cc1cccc(C(=O)NCCCN(C)CCCNC(=O)c2cccc(C)c2)c1	8%	-10%
CCOc1ccc(S(=O)(=O)NCCC(=O)NCC2(N3CCCCC3)CCCCC2)cc1	0%	-38%
CCn1c(SCC(=O)Nc2cccc(OC)c2)nc2ccccc2c1=O	24%	20%
Cc1ccc(OCC(=O)NCCCNC(=O)c2ccco2)cc1C	8%	-22%
Cc1ccc(C)c(NC(=O)C2CC(=O)N(C3CCCCC3)C2)c1 (centres undefined)	4%	-15%
CCC(C(=O)OC)n1cnc2c(nnn2-c2ccc(F)cc2)c1=O (centres undefined)	6%	-24%
COc1ccc(C(C(=O)NC2CCCC2)N(Cc2cccnc2)C(=O)c2snc(C(N)=O)c2N)cc1OC (centres undefined)	2%	-6%
O=C(NCCOc1ccc(F)cc1)C1CCC(=O)N(CCN2CCOCC2)C1 (centres undefined)	9%	-16%
O=C(O)C1CCCN1C(=O)C12CC3CC(CC(C3)C1)C2 (centres undefined)	13%	-17%
NS(=O)(=O)c1ccc(CCNC(=O)C2COc3ccccc3O2)cc1 (centres undefined)	8%	-15%
NS(=O)(=O)c1ccccc1NC(=S)Nc1ccccc1S(N)(=O)=O	6%	7%
O=S(=O)(c1ccc(Cl)cc1)N1CCc2ccccc21	28%	30%
O=S(=O)(NCCN1CCCC1)c1ccc(C(F)(F)F)cc1	1%	2%
Cc1ccnc(Nc2nc(-c3ccccc3)cs2)c1	-92%	-3%
O=S(=O)(Nc1cccc(-c2cn3c(n2)SCC3)c1)c1ccc(F)cc1F	14%	22%
COc1ccc(C(C)=O)c(Oc2cc(NN3CCCCC3)c([N+](=O)[O-])cc2[N+](=O)[O-])c1	-25%	1%
Nc1ccc(S(=O)(=O)Nc2nccc(/C=C/c3ccc([N+](=O)[O-])cc3)n2)cc1	-5%	14%
CC1CCN(S(=O)(=O)c2ccc3c(c2)N(CC(=O)NCCCN2CCCCC2)C(=O)CS3)CC1	19%	-26%
CSc1c(CC(=O)NCCCO)n(Cc2ccccc2)c2ccccc12	0%	-23%
CN(C)C(CNC(=O)CCC(=O)c1ccc(Br)cc1)c1ccccc1 (centres undefined)	-10%	1%
COc1ccc(CNC(=O)CCS(=O)(=O)c2ccc(Br)cc2)cc1	-1%	-32%
COc1ccc(Cc2nc3ccc(C(=O)N(C)CCn4ccnc4)cc3o2)cc1OC	-18%	15%
COc1cc2c(cc1OC)C(c1ccc(Cl)cc1)CC(=O)N2 (centres undefined)	11%	-9%
CC(=O)Oc1ccc2c3c(c(=O)oc2c1)CCCC3	14%	13%
Cc1cc(=O)oc2cc(NC(=O)c3c(Cl)cnn3C)ccc12	-9%	-21%
COc1ccc(NC(=O)C2=CC(c3cccs3)=NS(=O)(=O)N2C)cc1	14%	-8%
CC(/C=N/NC(=O)c1ccccc1F)=C\c1ccccc1	-76%	-83%
COc1cc(S(=O)(=O)n2nc(C)cc2C)ccc1Cl	5%	-31%
O=C(c1cccc(F)c1)N1CCCC(C(=O)N2CCCCC2)C1 (centres undefined)	11%	-4%
Cc1cc2c(n1-c1ccc(C(=O)O)cc1)CCCCC2	11%	-8%
Cc1nn(C)c(C(=O)NC(=S)Nc2ccc([N+](=O)[O-])cc2)c1Cl	30%	-12%
O=C(Nc1cccnc1Cl)c1ccc(Cl)cc1	-5%	-4%
O=C(c1ccc(Cl)c(S(=O)(=O)N2CCOCC2)c1)N1CCCCCC1	4%	-22%
O=C(NCC1CCCO1)c1ccc2c(c1)N(Cc1ccc(F)cc1)CCS2 (centres undefined)	12%	-10%
CN(C)CCCN(C(=O)c1ccc(Cl)s1)c1nc2cc3c(cc2s1)OCO3	-4%	-9%
O=C(NCCCc1ccccc1)c1ccc(CS(=O)Cc2ccc(Cl)cc2)o1 (centres undefined)	11%	-24%
COc1cc(C)ccc1OCc1cc(C(=O)NCc2ccncc2)no1	-38%	-48%
COc1ccc(Cl)cc1NS(=O)(=O)c1cccc(C(=O)NCC2CCCO2)c1 (centres undefined)	16%	-21%
CC(CCc1ccccc1)OS(N)(=O)=O (centres undefined)	10%	10%
OCC[C@@H]1C[C@H](O)[C@@H](O)[C@]2(OCc3ccccc32)O1	6%	20%

5 entries picked at random from those above, as already listed:
SMILES	HEK293 NOD2/NF-kB	NOD1 NF-kB reporter
CC(/C=N/NC(=O)c1ccccc1F)=C\c1ccccc1	-76%	-83%
CC(=O)Oc1ccc2c3c(c(=O)oc2c1)CCCC3	14%	13%
O=C(NCCCc1ccccc1)c1ccc(CS(=O)Cc2ccc(Cl)cc2)o1 (centres undefined)	11%	-24%
CN(C)CCCN(C(=O)c1ccc(Cl)s1)c1nc2cc3c(cc2s1)OCO3	-4%	-9%
Cc1nn(C)c(C(=O)NC(=S)Nc2ccc([N+](=O)[O-])cc2)c1Cl	30%	-12%

Carrying on:
SMILES	HEK293 NOD2/NF-kB	NOD1 NF-kB reporter
COc1ccc(-c2cnc(N)nc2-c2ccc(OC)cc2)cc1	23%	20%
Cc1cc(C)cc(NC(=O)NNC(=O)c2cc3occc3[nH]2)c1	18%	26%
O=C(Nc1cccc(NC(=O)c2ccco2)c1)c1cccc(Br)c1	14%	-16%
CCCCCN(C(=O)CCC(=O)OCC(=O)N1C(C)CCCC1C)c1c(N)n(CCCC)c(=O)[nH]c1=O (centres undefined)	12%	-32%
O=C(Nc1ccccc1Cl)c1ccc(=O)[nH]n1	-21%	-14%
FC(F)(F)c1ccccc1NC(=S)N1CCCCCC1	3%	-21%
